CR mimetic SO = reduction of superoxide in aged yeast, primary screen, HTS; superoxide response (% of plate mean), % at 10 µM; actives 0.18% (n = 330,000); S. cerevisiae aged cells, superoxide DHE fluorescence; active compounds read low;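 active = superoxide response under a set limit, about three screen SD below normal, cut at about 65% in these data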;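 note: yeast aged for seven days with compound at 30 °C before DHE staining; 100% = average MFI of all compound-treated wells on the plate with controls excluded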
LAP4-GFP MLPCN = modulators of LAP4-GFP expression in yeast, primary screen, S. cerevisiae, multiplex flow cytometry, MLPCN library; 3 h; median GFP as percent of DMSO wells; GFP response vs DMSO, % at 10 µM; actives 0.34% (n = 320,000); AID 2023, 2009;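 active = GFP response vs DMSO above a set limit, about the screen mean plus 3 SD, cut at about 150% in these data; inconclusive = under 70 cell events counted for the yeast strain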
AGP1 TOR yeast = modulators of AGP1-GFP expression in yeast TOR pathway, primary screen, cell-based, multiplex flow cytometry, S. cerevisiae, MLPCN library. 3 h; GFP as percent of DMSO wells. GFP response vs DMSO, % at 10 µM. actives 0.02% (n = 320,000);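 active = GFP response relative to DMSO above a set limit, near screen average plus 3 SD, cut at about 150% in these data; inconclusive = fewer than 70 cells counted for the yeast strain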;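 note: median GFP channel fluorescence of the gated AGP1 strain per well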
CIT2-GFP yeast = modulators of CIT2-GFP expression in yeast, primary screen, S. cerevisiae, GFP fusion, multiplex flow cytometry, MLPCN library; S. cerevisiae CIT2-GFP strain, 3 h; 100 means same as DMSO wells; GFP response vs DMSO, % at 10 µM; actives 0.065% (n = 320,000); AID 2029, 2009;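 active = GFP response relative to DMSO above a set limit, near the screen mean plus 3 SD, cut at about 150% in these data; inconclusive = Fewer than 70 cells measured for a yeast strain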;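 note: ratio of well median GFP fluorescence to mean of DMSO wells on the plate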
Efflux pump inh = inhibitors of Candida efflux pumps in yeast, primary screen, S. cerevisiae, Nile Red, multiplex; S. cerevisiae Candida pump triplex; actives 0.44% (n = 330,000); inhibition, % at 10 µM; AID 485275, 2010;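 active = plate passing quality check with inhibition over a set limit, or well fluorescence over plate mean plus 4 SD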;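 note: Nile Red retained in pooled yeast measured as flow cytometry median fluorescence; 0% = buffer negative control and 100% = Enniatin B positive control; higher means more Nile Red kept so more efflux inhibition; some compounds called inactive have numbers as strong as hits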
AHR act = AHR activators, primary screen, cell-based, luminescence, luciferase reporter, human | activation, % at 5 µM | AID 2796, 2010 | actives 2.5% (n = 320,000) | AHR-responsive luciferase reporter cells | Aryl hydrocarbon receptor (Homo sapiens), P35869; in the data active = activation above about 47%;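 note: 0% = vehicle wells and 100% = reference agonist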
Target sequence (P35869 whole entry, looked up): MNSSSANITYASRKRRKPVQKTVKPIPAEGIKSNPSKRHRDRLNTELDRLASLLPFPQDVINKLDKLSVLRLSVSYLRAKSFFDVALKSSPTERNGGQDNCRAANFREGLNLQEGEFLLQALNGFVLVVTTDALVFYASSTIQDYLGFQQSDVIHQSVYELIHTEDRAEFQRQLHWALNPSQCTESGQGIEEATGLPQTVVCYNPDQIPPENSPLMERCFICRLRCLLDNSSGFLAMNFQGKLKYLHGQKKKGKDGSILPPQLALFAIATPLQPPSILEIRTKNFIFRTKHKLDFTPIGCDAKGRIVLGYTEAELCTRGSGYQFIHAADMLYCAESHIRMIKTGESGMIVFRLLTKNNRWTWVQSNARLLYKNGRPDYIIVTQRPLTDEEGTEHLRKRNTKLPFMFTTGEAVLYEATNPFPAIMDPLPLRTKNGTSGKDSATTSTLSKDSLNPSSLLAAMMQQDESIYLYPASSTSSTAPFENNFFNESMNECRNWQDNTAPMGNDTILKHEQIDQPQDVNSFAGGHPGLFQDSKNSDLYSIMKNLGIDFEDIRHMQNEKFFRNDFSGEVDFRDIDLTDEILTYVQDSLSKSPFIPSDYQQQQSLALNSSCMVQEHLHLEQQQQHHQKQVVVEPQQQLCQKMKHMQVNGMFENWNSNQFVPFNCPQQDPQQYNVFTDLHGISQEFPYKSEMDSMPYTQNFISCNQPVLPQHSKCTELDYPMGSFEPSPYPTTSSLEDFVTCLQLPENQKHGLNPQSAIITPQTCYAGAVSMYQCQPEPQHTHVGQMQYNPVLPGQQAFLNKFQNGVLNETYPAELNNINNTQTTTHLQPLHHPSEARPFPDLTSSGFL
RPL19A TOR yeast = RPL19A-GFP expression modulators in yeast, primary screen, cell-based, S. cerevisiae, multiplex flow cytometry, MLPCN. S. cerevisiae RPL19A-GFP strain, 3 h; active compounds read low. percent response vs DMSO, % at 10 µM. actives 0.3% (n = 330,000). AID 2025, 2009;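 active = percent response vs DMSO below 50%; inconclusive = fewer than 70 events counted for the yeast strain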;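 note: median channel GFP fluorescence of the barcoded RPL19A-GFP strain; ratio of sample median GFP to plate DMSO average so 100% = DMSO; lower means less RPL19A-GFP as with rapamycin TOR inhibition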
MEP2 TOR yeast = modulators of MEP2-GFP levels in yeast, primary screen, S. cerevisiae, multiplex flow cytometry, MLPCN library | actives 0.51% (n = 330,000) | GFP response vs DMSO, % at 10 µM | S. cerevisiae MEP2-GFP strain, 3 h; 100% = DMSO control level | AID 2016, 2009;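 active = GFP response versus DMSO above a set limit, roughly screen mean plus 3 SD, cut at about 180% in these data; inconclusive = fewer than 70 cells counted for a yeast strain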;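 note: median GFP fluorescence of the barcode-gated MEP2-GFP cells per well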
Active calls of the source: *; ? = inconclusive; nt = no result given; [ ] = another dose, or the depositor's remark.

The opening five compounds, to show the layout:
SMILES | CR mimetic SO | LAP4-GFP MLPCN | AGP1 TOR yeast | CIT2-GFP yeast | Efflux pump inh | AHR act | RPL19A TOR yeast | MEP2 TOR yeast
O=C(Nc1ccc(F)cc1F)c1ccc(S(=O)(=O)NCc2ccco2)cc1 | 81.7 | 103.4 | 99.7 | 114.2 | 0.0 | 1.0 | 96.8 | 108.6
COc1cccc(OCCNC(=O)c2ccc(C)cc2)c1 | 98.6 | 111.1 | 104.0 | 97.8 | 0.0 | 2.1 | 101.9 | 107.9
COc1ccc(Nc2nc(-c3ccncc3)nc3ccccc23)cc1 | 101.7 | 98.5 | 97.2 | 96.6 | 0.0 | 8.7 | 107.6 | 102.7
Cc1ccc2c(c1)nnn2C1CCN(CC(=O)N(c2ccccc2)c2ccccc2)CC1 | 91.1 | 117.4 | 108.0 | 104.8 | -0.1 | -0.2 | 101.0 | 110.5
CC(C)Oc1ccc(-c2cc(C(=O)NCCN3CCOCC3)c3ccccc3n2)cc1 | 123.6 | 97.3 | 104.4 | 108.9 | -0.1 | 40.9 | 100.1 | 109.3

This part in full (from the top)
SMILES | CR mimetic SO | LAP4-GFP MLPCN | AGP1 TOR yeast | CIT2-GFP yeast | Efflux pump inh | AHR act | RPL19A TOR yeast | MEP2 TOR yeast
O=C(Nc1ccc(F)cc1F)c1ccc(S(=O)(=O)NCc2ccco2)cc1 | 81.7 | 103.4 | 99.7 | 114.2 | 0.0 | 1.0 | 96.8 | 108.6
COc1cccc(OCCNC(=O)c2ccc(C)cc2)c1 | 98.6 | 111.1 | 104.0 | 97.8 | 0.0 | 2.1 | 101.9 | 107.9
COc1ccc(Nc2nc(-c3ccncc3)nc3ccccc23)cc1 | 101.7 | 98.5 | 97.2 | 96.6 | 0.0 | 8.7 | 107.6 | 102.7
Cc1ccc2c(c1)nnn2C1CCN(CC(=O)N(c2ccccc2)c2ccccc2)CC1 | 91.1 | 117.4 | 108.0 | 104.8 | -0.1 | -0.2 | 101.0 | 110.5
CC(C)Oc1ccc(-c2cc(C(=O)NCCN3CCOCC3)c3ccccc3n2)cc1 | 123.6 | 97.3 | 104.4 | 108.9 | -0.1 | 40.9 | 100.1 | 109.3
COc1ccccc1/C=C/C(=O)N1CCN(S(=O)(=O)c2cc(C)ccc2C)CC1 | 112.8 | 95.8 | 89.9 | 90.6 | 0.3 | 0.2 | 97.2 | 95.7
Cc1cc(SCC(=O)OCC(=O)N2CCN(C(=O)c3ccco3)CC2)c(C)cc1Br | 114.3 | 111.2 | 96.1 | 98.9 | -0.1 | 1.1 | 96.7 | 102.3
O=C(COc1ccccc1[N+](=O)[O-])N1CCC(Cc2ccccc2)CC1 | 96.0 | 93.8 | 94.6 | 89.8 | 0.0 | 0.9 | 91.7 | 95.3
Cc1cc(C(=O)Nc2ccc3nc(C)sc3c2)c2ccccc2n1 | 101.4 | 82.5 | 93.0 | 85.8 | 0.1 | 12.0 | 98.0 | 103.6
CC1CCc2c(sc(NC(=O)Cn3nc(C(=O)O)c4ccccc4c3=O)c2C#N)C1 (configuration not stated) | 110.8 | 97.6 | 98.1 | 105.3 | 0.1 | 0.8 | 110.7 | 110.1
CCNS(=O)(=O)c1ccc2c3c(cccc13)C(=O)N2 | 103.5 | 95.5 | 104.1 | nt | -0.1 | 1.9 | 102.9 | 111.7
Cc1[nH]n(-c2ccccc2)c(=O)c1C=NCCc1ccccc1 | 118.2 | 110.5 | 103.1 | 97.6 | -0.1 | 1.7 | 101.3 | 106.2
COc1ccc2[nH]c(C)c(CCN(Cc3cccs3)C(=S)Nc3ccccc3)c2c1 | 108.0 | 104.4 | 102.3 | 92.3 | 0.5 | 24.8 | 97.0 | 102.3
CCOc1ccccc1C(=O)Nc1cc(C)ccc1NC(=O)c1ccco1 | 99.9 | 102.3 | 109.2 | 102.8 | -0.5 | 67.5* | 95.6 | 94.7
CCCN1C(=O)SC(CC(=O)Nc2ccc(Br)cc2)C1=O (configuration not stated) | 99.2 | 102.1 | 101.2 | 105.2 | -0.1 | 7.5 | 102.9 | 102.0
COc1cccc(-c2nc3sc4c(c3c(=O)[nH]2)CCCCC4)c1 | 107.9 | 101.7 | 106.3 | 97.8 | 0.7 | 7.9 | 114.4 | 124.4
O=C(CSc1nc2ccccc2n1Cc1ccccc1Cl)N/N=C/c1ccccc1C(=O)O | 98.7 | 102.3 | 96.1 | 92.7 | 0.1 | 4.7 | 96.1 | 99.9
O=C(O)c1cccc(Nc2nc3ccccc3nc2NS(=O)(=O)c2ccc(F)cc2)c1 | 94.7 | 91.2 | 98.5 | 103.9 | -0.1 | -0.5 | 95.2 | 95.8
COc1ccccc1CC(=O)Nc1ccc(F)cc1F | 92.5 | 94.3 | 99.6 | 94.0 | 0.0 | 0.2 | 98.1 | 96.9
Cc1oc(-c2ccc(Cl)cc2)nc1CS(=O)CC(=O)NCc1ccccc1 (configuration not stated) | 162.8 | 103.0 | 101.2 | 106.3 | -0.1 | 3.1 | 101.0 | 106.0
COCCCn1c(C)nnc1SCc1ccc(C(C)(C)C)cc1 | 100.9 | 108.3 | 109.9 | 103.6 | 0.1 | 9.7 | 104.8 | 99.6
C=CCN=C1S/C(=C/c2cccc([N+](=O)[O-])c2)C(=O)N1CC=C | 106.9 | 109.8 | 97.0 | 90.1 | 0.1 | 3.1 | 96.7 | 89.9
Cc1cc(O)c(C=Nc2cccc(Cl)c2)c(=O)o1 | 107.0 | 90.4 | 87.7 | 85.1 | 0.4 | 3.0 | 90.1 | 90.9
CC(NC(=O)c1ccco1)c1nc(-c2ccccc2Cl)no1 (configuration not stated) | 89.9 | 97.6 | 99.0 | 95.9 | 0.0 | 0.7 | 98.7 | 93.9
CN(CC(=O)Nc1cccc(F)c1)C(=O)CCc1nc2cc(S(=O)(=O)N3CCOCC3)ccc2n1C | 101.8 | 114.5 | 101.5 | 91.8 | 0.1 | 3.3 | 98.9 | 97.3

Carrying on.
SMILES | CR mimetic SO | LAP4-GFP MLPCN | AGP1 TOR yeast | CIT2-GFP yeast | Efflux pump inh | AHR act | RPL19A TOR yeast | MEP2 TOR yeast
Cc1ccc(S(=O)(=O)N(C)/C(=N/S(=O)(=O)c2ccccc2)c2ccccc2)cc1 | 92.7 | 98.8 | 102.5 | 101.7 | -0.2 | -0.2 | 101.0 | 103.9
O=C(CCN1C(=O)C2C3CCC(C3)C2C1=O)Nc1ccccc1C(F)(F)F (configuration not stated) | 106.0 | 95.2 | 103.1 | 101.3 | -0.1 | -0.9 | 109.8 | 98.8
Cc1noc(C)c1S(=O)(=O)Nc1ccc(C(=O)Nc2ccc(OC(F)(F)F)cc2)cc1 | 110.0 | 109.9 | 103.1 | 96.2 | 0.0 | 8.2 | 100.0 | 104.5
COc1c(/C=N/NS(=O)(=O)c2ccc(C)cc2)c(CCN(C)C(C)=O)cc2c1OCO2 | 98.4 | 97.3 | 108.8 | 93.9 | 0.0 | 14.6 | 100.1 | 103.6
Cc1cc(C(C)(C)C)cc(S(=O)(=O)Nc2cccc(C(=O)O)c2)c1C | 113.0 | 98.2 | 98.0 | 92.9 | 0.1 | -2.3 | 97.5 | 98.2
O=S(=O)(NCc1nc(-c2ccccc2)no1)c1ccc(F)cc1 | 108.1 | 105.3 | 103.0 | 101.3 | -4.0 | 2.0 | 99.9 | 101.4
O=C(CNC(=O)c1ccccc1F)NNC(=O)c1ccccc1O | 88.7 | 87.5 | 102.4 | 100.1 | 0.1 | 15.2 | 98.0 | 88.8
Cc1[nH]c(=O)[nH]c(=O)c1CSc1nnc([C@@H](NC(=O)OC(C)(C)C)C(C)C)o1 | 106.0 | 103.8 | 102.9 | 112.7 | 0.0 | 0.9 | 100.8 | 101.3
CC(C)NC(=O)Nc1ccc(Br)cc1Cl | 129.0 | 103.5 | 92.4 | 91.8 | 0.1 | 22.4 | 99.9 | 95.9
Cc1ccc(-c2cc(-c3ccccc3O)nc(N/N=C/c3cccnc3)n2)cc1 | 91.6 | 98.7 | 96.2 | 96.9 | 0.3 | 10.1 | 99.6 | 103.3
CC(=O)N1CCN(CC(=O)NC(=O)Nc2ccc3c(c2)OCCO3)CC1 | 99.3 | 110.0 | 107.3 | 97.4 | -0.1 | 5.6 | 99.0 | 102.7
COc1ccccc1C(=O)NC(=S)Nc1ccc(N2CCCC2)cc1 | 88.5 | 104.5 | 105.0 | 109.9 | 0.1 | 85.3* | 107.8 | 110.9
Cc1cc(NO)nc(-c2ccc(Br)cc2)n1 | 103.6 | 113.4 | 104.8 | 102.7 | 0.0 | 30.8 | 103.4 | 105.6
CCn1c(SCC(=O)Nc2cc(C)on2)nc2sc3c(c2c1=O)CCCC3 | 99.4 | 94.3 | 101.4 | 92.0 | 0.2 | 5.5 | 100.3 | 104.2
COc1cccc(-n2c(COc3ccc(C)cc3)nnc2SCC(=O)O)c1 | 96.1 | 90.6 | 88.2 | 86.1 | -0.1 | -1.2 | 86.2 | 91.0
CCOc1ccc(NC(=O)CN(C)C(=O)CCN2C(=O)C3CC=CCC3C2=O)cc1OCC (configuration not stated) | 89.6 | 99.6 | 102.8 | 96.7 | 0.1 | 2.2 | 103.0 | 105.7
O=C(CNC(=O)c1ccccc1Cl)NCCc1cccs1 | 99.8 | 90.0 | 100.2 | 109.6 | -0.1 | 11.3 | 99.5 | 106.1
O=C(COC(=O)c1ccc(Br)cc1)NCCc1ccccc1 | 103.2 | 109.2 | 105.0 | 98.6 | 0.2 | 2.9 | 110.5 | 128.4
COC(=O)c1ccc(C(=O)NC(=S)Nc2ccc3nc(SC)sc3c2)cc1 | 99.3 | 112.9 | 84.5 | 116.0 | -0.3 | 3.8 | 93.8 | 346.1*
Cc1ccccc1NC(=O)CSc1nc(Nc2ccccc2)nc(N2CCOCC2)n1 | 113.3 | ? | nt | 88.0[may fluoresce red] | -0.2 | 6.9 | ? | ?
Cc1ccccc1C(=O)c1cccn1CC(=O)NCc1ccc2c(c1)OCO2 | 110.9 | 97.8 | 103.3 | 97.7 | 0.0 | 33.4 | 96.5 | 105.5
CC1(C)OC2OC(COC(=O)c3ccccc3)C3OC(C)(C)OC3C2O1 (configuration not stated) | 95.4 | 88.3 | 97.0 | 93.6 | 0.1 | 1.3 | 98.3 | 100.0
CC(C)(C)C(=O)Nc1nc(C2CCCN2S(=O)(=O)c2ccc(Cl)cc2)cs1 (configuration not stated) | 103.6 | 100.4 | 108.0 | 106.2 | 0.0 | 0.9 | 94.3 | 116.3
c1ccc(CNC2=NCCCC2)cc1 | 85.0 | 95.7 | 97.9 | 91.6 | 0.1 | -1.4 | 97.8 | 95.1
COCCN(C(=O)Cn1nnc2ccccc21)C(C(=O)NC1CCCCC1)c1ccc(OC)cc1OC (configuration not stated) | 106.2 | 92.9 | 96.2 | 88.1 | 0.0 | -1.0 | 93.1 | 98.3
CCCCN1C(=O)C(=O)N(CC(=O)Nc2sc(CC)cc2C(=O)OCC)C1=O | 97.0 | 97.8 | 101.5 | 93.5 | 0.1 | 5.1 | 97.1 | 97.2
O=C1C2CC=CCC2C(=O)N1c1cccc(OS(=O)(=O)c2ccc3ccccc3c2)c1 (configuration not stated) | 120.2 | 94.5 | 98.1 | 104.1 | 0.2 | -0.8 | 97.2 | 91.6

Source: PubChem BioAssay (several laboratories)
